# S-ASM inh: inhibitors of human secretory acid sphingomyelinase | placental ASM, HMU-PC fluorogenic substrate, 60 min | P17405 | Potency, µM (doses to about 57.5 µM), for the others: at the highest dose activity change, negative = inhibition, hits mostly inhibitors | 0.006% of 340,000 active; also: potency is read from the fitted curve at half-maximal effect
#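 qHTS format. ASM enzyme prepared from human placenta hydrolyses the fluorogenic substrate HMU-PC0 (9 uM final) over 60 min at 37 °C after a 10 min compound preincubation.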
# Coupling enz: coupling enzyme interference in Giardia aldolase counter-screen | coupling enzyme system counterscreen, AmpLite Red fluorescence | activity change, negative = inhibition, % at 58.2 µM, hits read low | 0.67% of 290,000 active | AID 2472; in the data active = activity change below about -30%; also: % is scaled to controls: 0 for no effect and ±100 for the full control effect
#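 Fluorescence at 525 nm excitation and 598 nm emission measured inhibition of the coupled detection system without aldolase. Compounds (at 57.5 uM final) were preincubated 10 min at room temperature with coupling enzyme reagent before a 20 min substrate/AmpLite Red step.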
# MLL CXXC-DNA inh: MLL CXXC-DNA interaction inhibition; Q03164; MLL-CXXC / FITC-HOXA9 DNA fluorescence polarization; Potency, µM (titrated, usually from 115 µM), for inactives: top-dose activity change, negative = inhibition, usual class: inhibitors; 0.037% of 290,000 active; active = well fitted inhibition curve with a large enough effect in the polarisation, with a control signal flat, not every such curve was filed as active; inconclusive = small, poorly fitted or top-dose-only effect, or effect the other way, or a change in a side signal; inactive = no such curve, though single readings can be large or run the other way; the % refers to the polarisation; also: potency is read from the fitted curve at half-maximal effect
#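 Steps: dispense CXXC domain solution (7 uM) → pin compounds or unlabeled HOX-A9 DNA control → 5 min ambient → add FLSN-HOX-A9 solution (50 nM) → spin → 30 min ambient → fluorescence polarization. Tris pH 7.5/NaCl/DTT/BSA buffer.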
# hERG WT inh: blocks the wildtype human KCNH2 potassium channel; U2OS, BacMam KCNH2, thallium flux FluxOr; active compounds read low; AID 720551; 0.37% of 340,000 active; activity change, % at 1.84 µM;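 active = maximum activity change below -70%; inconclusive = maximum activity change between -70% and -50%; inactive = maximum activity change above -50%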; also: % is scaled to controls: 0 for no effect and ±100 for the full control effect
# Target sequence (Q12809 whole entry, looked up): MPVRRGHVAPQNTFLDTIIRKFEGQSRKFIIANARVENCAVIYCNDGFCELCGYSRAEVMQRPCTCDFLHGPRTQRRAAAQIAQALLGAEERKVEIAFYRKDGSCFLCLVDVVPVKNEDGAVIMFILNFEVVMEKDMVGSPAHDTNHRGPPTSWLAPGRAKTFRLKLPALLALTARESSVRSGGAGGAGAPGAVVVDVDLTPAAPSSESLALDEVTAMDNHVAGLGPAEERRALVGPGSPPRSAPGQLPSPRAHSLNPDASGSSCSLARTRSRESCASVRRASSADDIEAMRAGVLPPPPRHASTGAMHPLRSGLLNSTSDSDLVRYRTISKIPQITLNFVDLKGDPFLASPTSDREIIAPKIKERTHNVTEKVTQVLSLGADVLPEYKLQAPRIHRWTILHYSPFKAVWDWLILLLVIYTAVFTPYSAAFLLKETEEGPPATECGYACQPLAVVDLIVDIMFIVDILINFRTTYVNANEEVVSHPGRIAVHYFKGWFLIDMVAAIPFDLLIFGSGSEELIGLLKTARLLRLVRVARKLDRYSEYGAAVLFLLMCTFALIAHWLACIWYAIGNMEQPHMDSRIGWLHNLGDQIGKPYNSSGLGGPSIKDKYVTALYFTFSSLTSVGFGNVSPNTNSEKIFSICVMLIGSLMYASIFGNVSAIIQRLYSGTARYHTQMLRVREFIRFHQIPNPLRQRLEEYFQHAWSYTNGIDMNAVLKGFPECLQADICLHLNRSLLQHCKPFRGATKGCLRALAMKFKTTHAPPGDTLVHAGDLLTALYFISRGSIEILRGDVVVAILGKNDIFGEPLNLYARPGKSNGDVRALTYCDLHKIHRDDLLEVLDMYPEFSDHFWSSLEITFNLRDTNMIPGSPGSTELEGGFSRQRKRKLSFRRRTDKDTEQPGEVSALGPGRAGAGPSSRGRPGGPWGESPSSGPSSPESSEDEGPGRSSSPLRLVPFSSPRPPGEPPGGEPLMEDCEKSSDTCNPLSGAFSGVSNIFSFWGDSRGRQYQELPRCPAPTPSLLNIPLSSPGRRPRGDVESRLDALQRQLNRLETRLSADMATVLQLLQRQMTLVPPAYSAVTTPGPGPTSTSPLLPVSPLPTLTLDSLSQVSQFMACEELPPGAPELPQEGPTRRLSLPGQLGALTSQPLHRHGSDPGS
#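 U2OS cells transduced with wild-type KCNH2 virus are loaded with FluxOr dye for 45 min, and thallium flux is measured in kinetic reads before and after stimulation buffer. Rate constants are normalized to DMSO controls.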
# MBNL1 CUG block: MBNL1-poly(CUG) RNA binding inhibition; 0.036% of 280,000 active; TR-FRET MBNL1-His/biotin-(CUG)12 binding, 665/545 ratio; Potency, µM (series often up to 57.5 µM), for the others: at the top dose activity change, negative = inhibition, actives largely listed as inhibitors; active = well fitted inhibition curve with a large enough effect in the signal ratio, with a control signal flat, not every such curve was filed as active; inconclusive = small, poorly fitted or top-dose-only effect, or effect the other way, or a change in a side signal; inactive = no such curve, though single readings can be large or run the other way; the % refers to the signal ratio; also: potency is read from the fitted curve at half-maximal effect; % is scaled to controls: 0 for no effect and ±100 for the full control effect
#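 Compounds (final 92 nM to 58 uM) are added to His-tagged MBNL1 and biotin-(CUG)12, then terbium anti-His antibody and streptavidin-XL665 (5 nM final). After 60 min at room temperature, the 665/545 nm ratio is read.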
# KCNH2 3.1 inh: inhibitors of human KCNH2 3.1 potassium channel isoform; U2OS KCNH2 3.1, thallium flux FluxOr; active compounds read low; activity change, % (tested at about 1.8 µM); 0.95% of 340,000 active; AID 720553;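 active = maximum activity change below -70%; inconclusive = maximum activity change from -70% to -50%; inactive = maximum activity change above -50%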;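 also: thallium influx rate constant from kinetic fluorescence after stimulation buffer; % is scaled to controls: 0 for no effect and ±100 for the full control effect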
#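 Thallium flux read-out: FluxOr dye with Red40 quencher in HBSS/HEPES, 45 min at RT. Rate constants from kinetic reads were normalized to positive and negative DMSO controls. Cells: U2OS virally expressing the 3.1 isoform.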
# TRPV1 agonist: activates the human vanilloid receptor TRPV1; activation, % at 8.33 µM; AID 540275; Q8NER1; TRPV1-expressing cells, Fluo-8 calcium influx, agonist mode; 0.19% of 320,000 active; in the data active = activation above about 80%; inconclusive = between about 30% and that limit; also: 0% is about no effect
#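 TRPV1-expressing cells were cultured overnight at 35.5C and loaded with Fluo-8 calcium dye for 40 to 90 min at room temperature. After a 10 s baseline, compound was added and calcium influx was read kinetically for 3 min (ex 480/em 520 nm).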
# a7 integrin act: activates integrin-mediated alleviation for muscular dystrophy. alpha7betagal myoblasts, beta-gal FDG fluorescence, 48 h. Potency, µM (series often up to 38.3 µM), without a hit: top-dose activation, most hits filed as activators. 0.064% of 350,000 active. AID 624291;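 also: potency is read from the fitted curve at half-maximal effect; 100% = response of the positive control SU9516; nearly all actives have a fitted effect of over 60% in size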
#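 Alpha7betagal+/- myoblasts (passage 13) were plated 16-24 hr, then exposed to compounds (1:260 dilution of DMSO stock) for 48 hours at 37C. After MPER lysis, β-galactosidase reporter activity was read as FDG fluorescence (ex 480/em 540) after 30 minutes.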
# A-T KAP1 phos: candidate therapy for ataxia-telangiectasia; […] A-T fibroblasts, KAP-1 phosphorylation AlphaLISA; neocarzinostatin DNA damage 30 min before lysis; Potency, µM (top dose mostly 57.5 µM), for the others: at the top dose activation, actives largely listed as activators; 0.19% of 320,000 active; also: potency is read from the fitted curve at half-maximal effect; % of control where 0% means no effect; nearly all actives have a fitted effect of over 45% in size
#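 ATM-like activity read as KAP-1 phosphorylation via AlphaLISA donor/acceptor antibody pairs after lysis and 6 hr at 25C. Cells were ATM-null patient fibroblasts ([…], hTERT), dosed 60 min, then exposed to the DSB inducer NCS for 30 min.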
# GALK inhibitor: inhibitors of human galactokinase. P51570. Purified GALK, Kinase-Glo residual ATP luminescence. Potency, µM (highest dose often 57.5 µM), for the others: at the highest dose activity change, negative = inhibition, actives largely listed as inhibitors. 0.007% of 270,000 active. AID 1868; also: potency is read from the fitted curve at half-maximal effect; % is scaled to controls: 0 for no effect and ±100 for the full control effect
#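 Quantitative HTS: GALK 5 nM, ATP 35 uM, galactose 100 uM, 1 h room temperature, then luciferase-based ATP detection.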
# Active calls of the source: *; i = inactive; ? = inconclusive; . = not tested or not shown; & = joins results of further samples; [ ] = dose if it differs, or a comment. Unless noted, calls follow the shape of the dose curve; as a rule, active = well fitted curve in the direction sought with a large enough effect; inconclusive = small, poorly fitted or top-dose-only effect, or another doubt; inactive = no such curve, though single readings can be large; an effect the other way counts as inactive or inconclusive. Not a hit list; any-hit rate near 2%.
SMILES	S-ASM inh	Coupling enz	MLL CXXC-DNA inh	hERG WT inh	MBNL1 CUG block	KCNH2 3.1 inh	TRPV1 agonist	a7 integrin act	A-T KAP1 phos	GALK inhibitor
CC(C)(C)NC(=O)Cn1nnc(-c2ccccc2NC(=O)c2ccco2)n1	-1%	.	.	-6	.	11	.	-15%	.	.
COc1cc(C(=O)N2CCc3ccccc32)cc(OC)c1OC	-1%	0	1%	2	-4%	-9	-2	32%	-1%	3%
COc1ccccc1C1NC(=O)NC(C)=C1C(=O)OC1CCC(C)CC1 (configuration not stated)	1%	2	0%	-14	2%	-5	-1	-41%	5%	5%
CCC1=C(OC(=O)N(CC)CC)N2C(=O)OC(=NCc3ccccc3)[C@]2(C)[C@H]2C1=CC[C@H]1C(=O)NC(=O)[C@H]12	0%	-2&2	-4%	5	-8%	-16	-5	33%	10%	-1%
COc1ccc(CCNC(=O)C2(C)CCC(=O)N2Cc2ccc3c(c2)OCO3)cc1OC (configuration not stated)	2%	2	9%	-7	-8%	-1	1	-2%	-3%	-2%
Cn1c(-c2ccc(-c3ccccc3)cc2)c[nH]c1=S	20%	0	-23%	2	17%	-4	30	13%	0%	3%
Clc1ccc2nc(SCc3nnc(-c4ccccc4)o3)[nH]c2c1	-1%	-23	-10%	-2	-5%	-19	?	6%	7%	0%
CCOCCCNC(=O)c1cn(CC(C)C)c(=O)c2c1c1ccccc1n2C	17%	1	-2%	-10	8%	-5	19	1%	?	-1%
Nc1nc(Nc2ccccc2Cl)cc(=O)[nH]1	1%	-2	?	-7	-5%	2	-1	?	-13%	-1%
Cc1cccc(-n2c(-c3ccco3)n[nH]c2=S)c1	5%	-5	4%	-1	37%	0	-1	-6%	-19%	0%
Cc1ccc(NC(=O)c2oc3ccccc3c2C)c([N+](=O)[O-])c1	3%	-2	10%	3	1%	15	-1	4%	4%	-1%
COc1ccccc1OCc1nnc(SCC(=O)NCc2ccco2)n1Cc1ccco1	-4%	-2	1%	2	-18%	-7	0	-22%	8%	-2%
Cc1cccc(NC(=O)Nc2cccc(C#N)c2)n1	-2%	5	5%	11	?	16	-2	27%	1%	4%
Cc1[nH][nH]c(=O)c1C=NCc1cccs1	5%	4	-1%	-5	-2%	10	1	0%	4%	1%
CN1C(=O)[C@@H]2[C@H](C1=O)[C@@H]1C(=O)Nc3ccccc3C(=O)N1[C@@H]2c1ccc(Br)cc1	3%	.	.	-1	.	4	-3	10%	5%	.
CCOc1cccc2c1OC1(C)CC2NC(=O)N1c1ccc(OC)cc1 (configuration not stated)	2%	3	-6%	-2	3%	1	-4	10%	0%	1%
Cc1ccc(Cn2cnc3sc4c(c3c2=O)CCC4)c(C)c1	-11%	1	4%	-4	-11%	10	-2	-4%	.	-4%
O=C(Nc1nnc(C2CC2)s1)C1Cc2ccccc2CN1S(=O)(=O)c1cccs1 (configuration not stated)	0%	-6	2%	-2	2%	8	-5	20%	7%	3%
COc1ccccc1CNC1CCCc2ccccc21 (configuration not stated)	-1%	2	10%	3	-4%	-29	12	0%	1%	-1%
COc1ccc(C2=NS(=O)(=O)N(C)C(C(=O)N(C)Cc3ccccc3)=C2)cc1OC	25%	0	.	3	?	-2	2	-3%	-2%	.
O=C(NCCc1ccccc1)C1CCN(C(=O)Nc2ccccc2)CC1	0%	.	.	-2	.	-9	2	0%	-13%	.
O=C(CN1CCOCC1)Nc1ccc(Br)cn1	1%	-2	3%	6	-2%	11	-1	26%	1%	-1%
COC(=O)CSc1nnc(SCc2ccc(Cl)cc2)s1	2%	0	23%	3	-11%	-26	-2	3%	6%	2%
CCOC(=O)C1CCN(C(=O)/C(=C/c2ccccc2)NC(=O)c2ccccc2)CC1	-5%	2	3%	-1	-4%	13	-1	-10%	-1%	-3%
O=C(COc1ccc(Cl)cc1)NCc1nnc(SCC(=O)N2CCCc3ccccc32)o1	-2%	0	4%	-2	-2%	-8	-3	-1%	9%	0%
COc1ccc(C2C(C(=O)N3CCOCC3)=C(C)NC3=C2C(=O)CC(C)(C)C3)c(OC)c1 (configuration not stated)	.	.	1%	-8	5%	-14	0	-2%	1%	0%
CC(=O)c1cc(CN2CCC(N3CCC(C(=O)NC(C)C)CC3)CC2)cs1	5%	-1	-1%	-7	-5%	-23	-2	?	1%[11.5 µM]	-2%
CCC(=O)Oc1ccc(/C(CC)=C(\CC)c2ccc(OC(=O)CC)cc2)cc1	-19%	-3	?	-12	-4%	-4	5	.	2%	1%
COC(=O)c1cn(Cc2ccc(C(F)(F)F)cc2)cc(F)c1=O	-8%	-2	-10%	1	6%	?	0	0%	-9%	.
CC(C)(C)OC(=O)N1CCC(C(=O)N[C@H](C(=O)O)c2ccccc2)(c2ccccc2)CC1	4%	5	-6%	-6	7%	2	16	25%	?	1%

# Quoted at random: three compounds from above.
SMILES	S-ASM inh	Coupling enz	MLL CXXC-DNA inh	hERG WT inh	MBNL1 CUG block	KCNH2 3.1 inh	TRPV1 agonist	a7 integrin act	A-T KAP1 phos	GALK inhibitor
CC(C)(C)OC(=O)N1CCC(C(=O)N[C@H](C(=O)O)c2ccccc2)(c2ccccc2)CC1	4%	5	-6%	-6	7%	2	16	25%	?	1%
CC(=O)c1cc(CN2CCC(N3CCC(C(=O)NC(C)C)CC3)CC2)cs1	5%	-1	-1%	-7	-5%	-23	-2	?	1%[11.5 µM]	-2%
Cc1ccc(Cn2cnc3sc4c(c3c2=O)CCC4)c(C)c1	-11%	1	4%	-4	-11%	10	-2	-4%	.	-4%

# Going on with the list:
SMILES	S-ASM inh	Coupling enz	MLL CXXC-DNA inh	hERG WT inh	MBNL1 CUG block	KCNH2 3.1 inh	TRPV1 agonist	a7 integrin act	A-T KAP1 phos	GALK inhibitor
Cn1nc(C(=O)N2CCN(C(c3ccccc3)c3ccccc3)CC2)c2ccccc2c1=O	-3%	5	-1%	90	.	-27	.	41%	0%	1%
Cc1cc(C)cc(NC(=O)COC(=O)CCCNC(=O)c2ccc(Cl)cc2)c1	1%	4	-6%	1	-17%	-5	15	-3%	-3%	1%
COc1ccc(C(=O)Nc2cc(C(F)(F)F)ccc2-n2cncn2)cc1	-1%	-6	-3%	-10	3%	13	2	20%	.	2%
NCC(=O)CCC(=O)O	0%	0	3%	3	.	-14	1	.	4%	.
Clc1cc(Cl)cc(Nc2ncn[nH]2)c1	1%	-11	3%	-7	3%	-11	4	10%	9%	1%
CCCn1c2ccccc2c2cnn(CC(=O)N(CC)CC)c(=O)c21	0%	2	7%	.	-4%	14	1	?	-1%	2%
COc1ccccc1CNC(=O)C1CCN(S(=O)(=O)c2ccc3nc4c(c(C(=O)O)c3c2)CCCC4)CC1	0%	.	14%	5	14%	-19	0	-3%	-13%	2%
CSCCC(NS(=O)(=O)c1ccc(C)cc1)C(=O)NCCc1c[nH]c2ccccc12 (configuration not stated)	-1%	.	5%	-5	-4%	-5	17	12%	4%	-6%
Cc1ccc(S(=O)(=O)N2CCC(=O)N(C(COCc3cccc(C)c3)C(C)C)CC2)cc1 (configuration not stated)	-6%	-1	8%	2	7%	?	?	-13%	-2%	.
COc1ccc(-n2c(-c3ccc(C)cc3)n[nH]c2=S)cc1	0%	1	-3%	1	.	-27	12	9%	-4%	-2%
Cn1c(=O)c2c(nc(SC3C(=O)CC(C)(C)CC3=O)n2C)n(C)c1=O	-2%	1	-2%	-8	-2%	-4	2	28%	7%	1%
[O-][n+]1cccc2cccc(O)c21	0%	.	.	0	.	6	.	0%	.	.
CCc1nnc(NC(=O)CCC(=O)NCc2ccccc2OC)s1	4%	.	1%	3	9%	6	0	2%[7.66 µM]	-3%	-1%
Fc1ccc(NC(=S)Nc2cccc3cnccc23)cc1	1%	-51*	-12%	-6	16%	-12	-5	-46%[inhibitor]	3%	-2%
O=C(NC1CCCCCCC1)C1CCN(S(=O)(=O)N2CCC3(CC2)OCCO3)CC1	-1%	-1	7%	-1	-13%	8	-2	-19%	5%	-3%
COc1ccc(-c2noc(CN(C)S(=O)(=O)c3ccccc3)n2)cc1OC	-1%	.	.	3	.	-9	.	0%	.	.
COc1cccc(/C=C/C(=O)OCC(=O)Nc2cccc(S(=O)(=O)N3CCCCC3)c2)c1OC	.	0	4%	6	2%	4	3	6%	4%	0%
Cc1ccc(-n2nc3cc(C)c(N)cc3n2)cc1	i	-6	6%	-2	20%	1	5	-2%	14%	0%
Cc1ccc(C(=O)N2CCN(C34CC5CC(CC(C5)C3)C4)CC2)o1	9%	0	-5%	2	-7%	-4	?	-16%	20%	5%
Cc1cc(NC(=O)c2ccc(Cl)cc2)ccc1NC(=O)c1ccccc1Cl	-1%	3	0%	2	0%	-2	24	17%	-1%	-5%
